# High-throughput results as filed in PubChem.
# P. falciparum M1AAP: malaria alanyl aminopeptidase activity blockers – biochemical, fluorogenic H-Leu-NHMec substrate, 1536-well (AID 1445); inhibition, % at 30 µM, or IC50 in µM where a hit was titrated; 0.42% of 220,000 active; recombinant M1AAP, H-Leu-NHMec fluorogenic kinetic assay; higher % means a stronger effect;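 active means primary inhibition above the hit cutoff, then over 50% inhibition at one or more dose response concentrations, cut at about 23% in these data, passing the limit was not always enough; inconclusive means conflicting primary data, or primary hits not chosen for dose response; inactive means low primary inhibition, or under 50% at every dose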;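 further: plate controls were DMSO full reaction for no effect and no enzyme background for full effect; strong numbers were not always called active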
# CSM14.1 death rescue: rescue of cells from ER stress-induced death, primary screen, 384-well, CSM14.1, thapsigargin, ATP luminescence (AID 1222); CSM14.1 thapsigargin-induced death rescue, ATP luminescence; higher % means a stronger effect; cellular ATP content (survival), % at 20 µM; hits with a dose series show EC50 in µM; 190,000 tested, under 10 active;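 active means EC50 below 50 µM in the dose-response confirmation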;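 further: death triggered by thapsigargin at about 15 µM added after 2 h compound pretreatment; cell ATP read after overnight thapsigargin exposure of roughly 18 to 22 hours; normalized against plate controls of thapsigargin alone and 5% DMSO vehicle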
# West Nile virus CPE: West Nile virus antiviral activity, cell-based, CPE readout (AID 1621); West Nile virus-infected cells, CPE inhibition; higher % means a stronger effect; 0.02% of 290,000 active; CPE inhibition, % at 10 µM; hits with a dose series show IC50 in µM; in the data active means a potency from the dose series; inconclusive means CPE inhibition mostly from about 3.7% at the one dose, without a potency; inactive means the rest, 99 in 100 with CPE inhibition below about 2.2%; further: strong numbers were not always called active
# PMI inhibition: MPI inhibition at elevated mannose 6-phosphate – biochemical, fluorescence intensity, high mannose 6-phosphate, primary screen (AID 1220); 0.66% of 190,000 active; recombinant PMI enzyme, coupled fluorescence intensity; higher % means a stronger effect; one-dose inhibition, % at 20 µM; IC50 in µM for titrated hits; in the data active means inhibition above about 50%
# Siah-1 displacement: Siah-1 peptide-binding antagonists, primary screen, biochemical, fluorescence polarization, rhodamine-plectin, uHTS (AID 1817) | Siah-1 / rhodamine-plectin peptide fluorescence polarization; higher % means a stronger effect | displacement, % at 20 µM, or IC50 in µM where a hit was titrated | 0.02% of 290,000 active;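 active means displacement of at least 50% at 20 µM, with a fluorescence ratio check between 0.3 and a set limit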;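 further: plate controls were Siah plus tracer with DMSO for no effect and tracer alone without Siah for full effect; strong numbers were not always called active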
# XIAP displacement: small molecules displacing peptide from XIAP – biochemical, IAP family, fluorescence polarization (AID 1018). 0.007% of 200,000 active. one-dose displacement, % at 20 µM; IC50 in µM for titrated hits. XIAP BIR domain, fluorescence polarization peptide displacement; higher % means a stronger effect; in the data active means displacement above about 50%; further: a part of the inactive calls stands beside numbers as strong as those of hits
# P. falciparum M17LAP: P. falciparum M17LAP inhibitors, primary screen, biochemical, fluorogenic H-Leu-NHMec substrate, 1536-well (AID 1619) | recombinant M17LAP, H-Leu-NHMec fluorogenic kinetic assay; higher % means a stronger effect | inhibition, % at 30 µM; hits with a dose series show IC50 in µM | 0.38% of 220,000 active;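 active means compound inhibiting the enzyme by more than half at any dose during confirmatory dose-response retesting; inconclusive means strong single-dose inhibitors picked by rank but not retested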;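 further: plate controls were full reaction with DMSO carrier for no effect and no enzyme background for full effect; strong numbers were not always called active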
# PhoP inhibition: PhoP-dependent GFP reporter repression – Salmonella Typhimurium, primary screen (AID 1863); S. Typhimurium PhoP-regulated promoter GFP reporter, 4 h; higher % means a stronger effect; inhibition, % at 50 µM; hits with a dose series show IC50 in µM; 0.16% of 300,000 active;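 active means inhibition over 29.93%, a cutoff 3 SD above the screen mean, later confirmed by dose response; inconclusive means inhibition over 29.93% but no dose response follow-up; inactive means inhibition at most 29.93% or unconfirmed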;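 further: 0% = low Mg2+ inducing control and 100% = high Mg2+ repressing control; strong numbers were not always called active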
# Yfh1-depleted yeast: mitochondrial function rescue without frataxin homolog – Friedreich's ataxia, plus single-dose screen, dose response (AID 1465); one-dose fold induction at 50 µM; EC50 in µM for titrated hits; S. cerevisiae Yfh1-off respiration, WST-1 reduction, 72 h; higher fold induction means a stronger effect; 0.074% of 220,000 active;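 active means fold induction of absorbance versus untreated yeast above a set limit, then at least 30% activation at any dose in follow-up; inconclusive means repeats straddling the limit, or above it without dose testing; inactive means fold induction below the set limit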;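 further: activators that raise dye reduction in frataxin-depleted yeast; strong numbers were not always called active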
# * marks the source's active call; other numbers are inactive results; i = inactive; ? = inconclusive; / = not tested or not shown. No enrichment for hits; any-hit rate near 1.6%.
SMILES,P. falciparum M1AAP,CSM14.1 death rescue,West Nile virus CPE,PMI inhibition,Siah-1 displacement,XIAP displacement,P. falciparum M17LAP,PhoP inhibition,Yfh1-depleted yeast
CCOC(=O)C1=NOC(CNc2ncc(C(F)(F)F)cc2Cl)C1 (stereo unspecified),4%,-0.9%,0.2%,4%,0%,-12%,1%,0%,i
Cc1cc(/C=N/NC(=O)c2ccccc2F)c(C)n1-c1ccccc1,2%,0.9%,-0.2%,3%,20%,-2.9%,4%,0%,i
CCOc1cc(C(F)(F)F)cnc1/C(N)=N/O,2%,/,-0.8%,/,12%,/,15%,-7%,i
O=C(Nc1cccc(Br)c1)c1ccc(CSc2ccccc2)cc1,-11%,-0.6%,/,-8%,0%,-2.2%,-9%,13%,/
CCOc1ccc(-c2nnc3sc(COc4ccc(C)cc4)nn23)cc1,-1%,3.0%,2.3%,1%,1%,-2.8%,6%,-3%,i
Cc1c(Cl)cnc(NC(=O)COC(=O)CCc2nc3ccccc3s2)c1Cl,0%,-0.9%,0.1%,4%,0%,-8.0%,-16%,-14%,i
O=C(CN1CCN(Cc2ccccc2)CC1)Nc1ccccc1-c1ccccc1,/,1.4%,-1.8%,10%,1%,-5.4%,/,/,i
CCc1ccc2[nH]c(=O)c(C(c3nnnn3Cc3ccccc3)N3CCOCC3)cc2c1 (stereo unspecified),11%,0.5%,-0.7%,-8%,-1%,-4.8%,4%,4%,i
COC(=O)C1(Cc2ccc(O)c(CC3OC3(C)C)c2)OC(=O)C(O)=C1c1ccc(O)cc1 (stereo unspecified),7%,/,-0.3%,/,-4%,/,20%,-5%,i
O=C1CN(C(=O)COC(=O)c2cnc(Cl)c(Cl)c2)c2ccccc2N1,0%,-2.3%,-0.6%,-4%,-1%,-11%,-2%,-13%,i
CC(C)c1ccc(NC(=S)NN2C(C)CCCC2C)cc1 (stereo unspecified),-3%,-0.8%,-0.7%,3%,2%,-11%,-10%,-3%,i
C(#CC1CCCCC1)c1ccc2c(c1)COc1c3ccccc3nn1-2,-2%,/,0.1%,/,14%,/,2%,-4%,i
CN1CCN(CCc2nc3cc(NC(=O)COc4ccccc4)ccc3n2C)CC1,-3%,-0.7%,/,38%,1%,-2.1%,9%,-1%,/
COC(=O)c1ccc(Cl)c(NC(=O)NC23CC4CC(CC(C4)C2)C3)c1,8%,-1.0%,0.3%,1%,-1%,-6.2%,2%,-5%,i
COc1ccccc1-n1nc(C(=O)O)c2ccccc2c1=O,6%,/,0.0%,-14%,3%,1.4%,11%,-5%,i
CCOC(=O)N1CCN(c2cc(N(C)CCO)c([N+](=O)[O-])c3nonc23)CC1,8%,1.0%,0.2%,56%*,-3%,-5.6%,28%,7%,i
Cc1ccc(CN2CCNC(=O)C2CC(=O)NCCCn2ncc3ccccc32)o1 (stereo unspecified),3%,2.4%,-0.2%,5%,0%,-6.0%,-2%,0%,i
CN(C)C(=O)CSc1nnc2sc3ccccc3n12,/,-1.5%,-0.2%,-1%,2%,-1.6%,/,/,i
CCCNS(=O)(=O)c1ccc(OCC(=O)Nc2ccccc2F)cc1,-1%,-0.8%,0.4%,-4%,8%,-0.6%,-5%,4%,i
Cc1nn(-c2ccc(F)cc2)c(Cl)c1/C=N/NC(=O)c1ccc(O)cc1,3%,-0.8%,0.4%,12%,0%,-10%,-9%,2%,i
COC(=O)Nc1ccc(C)cc1NC(=O)OC,2%,-2.1%,-0.5%,-1%,4%,-3.5%,-3%,-3%,i
O=C(CN1CCOCC1)N/N=C/c1cc2ccccc2nc1Cl,0%,-0.9%,-0.1%,16%,0%,-0.9%,10%,16%,i
O=C(CN1C(=O)/C(=C/c2ccccc2F)Sc2ccccc21)N1CCN(c2ccccn2)CC1,1%,5.2%,-0.8%,8%,11%,-4.4%,-8%,4%,i
CNC(=O)CS(=O)(=O)CC(=O)Nc1cc(OC(C)C)c(Cl)cc1Cl,8%,0.8%,-0.3%,10%,1%,-16%,3%,-7%,i
CCOC(=O)c1cc(-c2ccc(C)c([N+](=O)[O-])c2)nc2c1c(=O)n(C)c(=O)n2C,2%,2.7%,-0.5%,8%,1%,-7.0%,-3%,-4%,i
COc1cc(-c2noc(CCC(=O)Nc3cccnc3)n2)cc(OC)c1OC,6%,2.9%,-0.1%,10%,1%,-3.5%,0%,10%,i
COc1cccc(-c2nnn(CCc3nn[nH]n3)n2)c1,3%,-2.6%,0.0%,-34%,-7%,-7.7%,6%,-10%,i
O=C(NN1C(=O)c2ccccc2NC1c1ccco1)c1ccc(Br)cc1 (stereo unspecified),6%,-0.7%,-1.1%,-17%,6%,-1.9%,-2%,-11%,i
COc1cccc(C2C(C(=O)Nc3cccnc3)=C(C)Nc3nnnn32)c1OC (stereo unspecified),3%,0.6%,0.0%,5%,-1%,-7.4%,-4%,0%,i
Cc1ccc(Cn2ncn(-c3ccccc3)c2=O)cc1,-1%,0.3%,-0.1%,7%,5%,-1.1%,1%,-4%,i
O=S(=O)(Cc1cc(Cl)nc(-c2ccncc2)n1)c1ccccc1,1%,/,-0.2%,11%,-9%,-2.2%,?,2%,i
CN(C)/C=N/c1nc(-c2ccc3c(c2)OCO3)cs1,1%,-1.6%,0.1%,7%,-5%,-0.4%,1%,0%,i
CCOC(=O)c1cccc(NC(=O)CSc2nnc(-c3ccoc3C)n2CC)c1,7%,-2.0%,0.6%,15%,-1%,-5.0%,15%,8%,i
Cn1c(Cn2nnc3ccccc32)nnc1SCC(=O)Nc1nccs1,4%,-2.3%,0.1%,12%,5%,-0.1%,-7%,9%,i
COc1cccc(NC(=O)CSc2nncn2N)c1,-2%,2.6%,0.7%,-4%,0%,-4.2%,9%,8%,i
COc1cccc(-c2nc(-c3ccc4c(c3)NC(=O)CO4)cs2)c1,4%,-2.1%,-0.3%,-15%,4%,9.9%,-5%,-4%,i
COc1ccc(Oc2ccc(C(F)(F)F)cc2N)cc1,2%,/,0.0%,/,1%,/,-2%,-1%,i
Cc1ccc(NC(=O)c2ccc(Br)o2)cc1S(=O)(=O)N(C)C,8%,-2.5%,0.0%,-16%,-3%,-3.1%,-1%,-4%,i
c1ccc(CN(Cc2ccccc2)c2c3c(nc4ncnn24)CCC3)cc1,-1%,/,-0.7%,/,-1%,/,0%,-9%,i
C=CCSC1=C(C#N)C(c2cc(Br)c(O)c(OC)c2)CC(=O)N1 (stereo unspecified),10%,0.6%,-0.1%,-4%,-4%,-3.6%,5%,12%,i
CC(C)C(O)C1CCN(Cc2nc(-c3cccs3)no2)CC1 (stereo unspecified),2%,-0.3%,-1.1%,40%,8%,-3.9%,-6%,4%,i
CC(C1CC2CCC1C2)n1c(COc2ccccc2F)nnc1SCC(N)=O (stereo unspecified),-1%,-1.9%,-0.2%,-10%,-10%,-1.7%,-2%,0%,i
CS(=O)(=O)N1CCc2cc(S(=O)(=O)Nc3ccc4oc5c(c4c3)CCCC5)ccc21,10%,1.7%,-0.8%,21%,1%,-4.1%,-2%,-17%,i
O=C(CCc1ccc(S(=O)(=O)N2CCOCC2)cc1)N1CCN(Cc2ccc3c(c2)OCO3)CC1,0%,-0.2%,-0.8%,0%,1%,-1.7%,8%,2%,i
Cc1cc(NC(=O)CSc2ccc(Cl)cc2)no1,6%,/,-0.5%,7%,-2%,-6.5%,0%,10%,i
Cc1c(O)cc2n(c1=O)-c1ccccc1C2(C)C,3%,-2.6%,0.4%,2%,-3%,-5.2%,-8%,0%,i
CCOC(=O)N1CCN(C(=O)Nc2ccccc2Cl)CC1,5%,-0.5%,0.5%,14%,0%,-6.8%,-2%,-5%,i
Cc1ccccc1CSCC(Nc1ccc(C(=O)O)cc1[N+](=O)[O-])C(=O)O (stereo unspecified),16%,4.9%,-0.2%,-2%,7%,-22%,3%,-1%,i

# Some of the entries above, reformatted:
# Sequence of screens: P. falciparum M1AAP	CSM14.1 death rescue	West Nile virus CPE	PMI inhibition	Siah-1 displacement	XIAP displacement	P. falciparum M17LAP	PhoP inhibition	Yfh1-depleted yeast
Cc1cc(NC(=O)CSc2ccc(Cl)cc2)no1
→ 6%	/	-0.5%	7%	-2%	-6.5%	0%	10%	i
C=CCSC1=C(C#N)C(c2cc(Br)c(O)c(OC)c2)CC(=O)N1 (stereo unspecified)
→ 10%	0.6%	-0.1%	-4%	-4%	-3.6%	5%	12%	i
CC(C1CC2CCC1C2)n1c(COc2ccccc2F)nnc1SCC(N)=O (stereo unspecified)
→ -1%	-1.9%	-0.2%	-10%	-10%	-1.7%	-2%	0%	i
Cc1ccccc1CSCC(Nc1ccc(C(=O)O)cc1[N+](=O)[O-])C(=O)O (stereo unspecified)
→ 16%	4.9%	-0.2%	-2%	7%	-22%	3%	-1%	i
CC(C)C(O)C1CCN(Cc2nc(-c3cccs3)no2)CC1 (stereo unspecified)
→ 2%	-0.3%	-1.1%	40%	8%	-3.9%	-6%	4%	i
Cc1c(O)cc2n(c1=O)-c1ccccc1C2(C)C
→ 3%	-2.6%	0.4%	2%	-3%	-5.2%	-8%	0%	i

# Back to the main list with the 2 entries that preceded the break.
SMILES,P. falciparum M1AAP,CSM14.1 death rescue,West Nile virus CPE,PMI inhibition,Siah-1 displacement,XIAP displacement,P. falciparum M17LAP,PhoP inhibition,Yfh1-depleted yeast
CCOC(=O)N1CCN(C(=O)Nc2ccccc2Cl)CC1,5%,-0.5%,0.5%,14%,0%,-6.8%,-2%,-5%,i
Cc1ccccc1CSCC(Nc1ccc(C(=O)O)cc1[N+](=O)[O-])C(=O)O (stereo unspecified),16%,4.9%,-0.2%,-2%,7%,-22%,3%,-1%,i
CC1(C(=O)NCCN2CCOCC2)C=CC2(CCCCC2)N1C(=O)c1ccccc1 (stereo unspecified),-2%,-4.5%,-0.4%,-16%,7%,-5.5%,-10%,3%,i
CC1CC(C)CN(Cc2nc(N)nc(Nc3ccc4ccccc4c3)n2)C1 (stereo unspecified),9%,/,0.8%,15%,0%,-1.2%,8%,-1%,i
NCC(=O)NCC(=O)OCc1ccccc1,-12%,-0.3%,0.5%,-6%,6%,-3.0%,-3%,-1%,i
CC(=O)c1ccc(NC(=S)N2CC(C)CC(C)C2)cc1 (stereo unspecified),6%,-1.9%,-0.5%,-1%,1%,-10%,2%,-2%,i
CCN(CC)c1ccc(/C=C2\C(=O)c3ccc(C(=O)O)cc3C2=O)cc1,?,-11%,0.2%,29%,3%,-1.7%,?,-7%,i
CC(=O)c1ccc(N2CCN(C(=O)c3ccc(OCc4c(C)noc4C)cc3)CC2)cc1,10%,1.7%,-0.5%,0%,-2%,-6.5%,1%,6%,i
Cc1ccccc1NP(=O)(c1ccccc1)c1nc2ccccc2s1 (stereo unspecified),-4%,9.3%,-0.7%,17%,2%,-7.5%,1%,1%,i
